Pf apPOL inh: Pf-apPOL inhibitors, biochemical, fluorescence | Plasmodium falciparum apicoplast DNA polymerase (apPOL) | Recombinant Pf-apPOL, molecular beacon fluorescence, 1.5 h | inhibition, % at 10 µM | actives 0.25% (n = 210,000)
mHTT CaM bind: mutant huntingtin-calmodulin interaction inhibitors – biochemical, AlphaScreen, primary screen; P42858; AlphaScreen His-mHTT/GST-CaM binding, luminescence; inhibition, % at 15 µM; actives 3.6% (n = 190,000); AID 1671202, 2021;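 note: 0% = both proteins with DMSO and 100% = one protein alone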
Starred values were filed as active, the others as inactive; & = joins results of further samples. Cut-off read from the data, not from the text of the source: active = inhibition above about 50%; inactive = the rest.

Screening CC(C)(C)c1ccc(C(=O)NC(N)=Nc2nc3ccccc3o2)cc1 returned Pf apPOL inh -5 and mHTT CaM bind -3.
Cc1c(C(=O)N2CCN(c3ccccc3)CC2)sc2ncn(Cc3ccccc3F)c(=O)c12 was read as Pf apPOL inh -5 and mHTT CaM bind 37.
`O=S1(=O)N=C(N/N=C/c2ccccn2)c2ccccc21` gave mHTT CaM bind active.
Screening Cc1ncc(CO)c2cc(C(=O)Nc3ccc(Cl)c(Cl)c3)c(=N)oc12 returned Pf apPOL inh 0 and mHTT CaM bind 1.
`Cc1ccc(-c2nnc(N3CCC(C(=O)N4CCN(c5ccc(F)cc5)CC4)CC3)o2)cc1` gave Pf apPOL inh -1 and mHTT CaM bind 5.
For COc1cccc(C=CN2CCCC2)c1[N+](=O)[O-] the results were Pf apPOL inh 6.
For CC(=O)Nc1ccc(NS(=O)(=O)c2ccc(C)cc2)cc1 the results were Pf apPOL inh -4 and mHTT CaM bind 4.
Screening CN(C)CCN1CC2=C(C1=O)C(c1ccc(C(F)(F)F)cc1)NC(=O)N2C (centres undefined) returned Pf apPOL inh -1 and mHTT CaM bind 1.
For O=C(Nc1cccn2c(C3CCC3)nnc12)c1ccccn1 the results were Pf apPOL inh -8 and mHTT CaM bind 61*.
CCCC(=O)N1CCCC1c1nc2cc(-c3ccc(F)cc3F)ccc2o1 (centres undefined) was read as Pf apPOL inh -3 and mHTT CaM bind 17.
`COc1ccc(C2Nc3c(OC)ccc(Cl)c3C3C=CCC32)cc1[N+](=O)[O-]` (centres undefined) gave Pf apPOL inh 0 and mHTT CaM bind 62*.
`Cc1cccc(N2CCN(C(=O)c3cn4cccc(C)c4n3)CC2)c1` gave Pf apPOL inh -2 and mHTT CaM bind 10.
`CC1=C(C(=O)OC(C)C)C(c2cccs2)C2=C(CC(C)(C)CC2=O)N1` (centres undefined) gave mHTT CaM bind 1.
For Cc1ccc(Cl)cc1N1CCN(C(=O)C2CCN(c3ccncc3)CC2)CC1 the results were Pf apPOL inh 2 and mHTT CaM bind 100*.
`CCOC(=O)Cc1nnn(CC(=O)OCC)n1` gave mHTT CaM bind -7.
CN(C)c1ccc(/C=C2/N=C(C3CCCCC3)OC2=O)cc1 was read as Pf apPOL inh -2 and mHTT CaM bind -12.
CN(C)c1ccc(C=NC2=NN(c3ccccc3)CC2)cc1 was read as Pf apPOL inh -3 and mHTT CaM bind 6.
Screening N#C/C(C(=O)c1ccccc1)=C1/CCCCCN1 returned Pf apPOL inh -5 and mHTT CaM bind -9.
C=CCNC(=O)C1CCCN(c2nccc(C)n2)C1 (centres undefined) was read as Pf apPOL inh 0 and mHTT CaM bind -16.
Cc1onc(-c2cccc(Cl)c2)c1C(=O)N(C)CC#N was read as Pf apPOL inh 0 and mHTT CaM bind 1.

Next section, starting with the last 3 of the part before.
Screening N#C/C(C(=O)c1ccccc1)=C1/CCCCCN1 returned Pf apPOL inh -5 and mHTT CaM bind -9.
C=CCNC(=O)C1CCCN(c2nccc(C)n2)C1 (centres undefined) was read as Pf apPOL inh 0 and mHTT CaM bind -16.
Cc1onc(-c2cccc(Cl)c2)c1C(=O)N(C)CC#N was read as Pf apPOL inh 0 and mHTT CaM bind 1.
`CCOC(=O)c1ccc(NC=C2C(=O)OC3(CCCCC3)OC2=O)cc1` gave Pf apPOL inh -4 and mHTT CaM bind -1.
CCc1ccccc1NC(=O)NCCC1CCN(S(=O)(=O)c2ccc(F)cc2)CC1 was read as Pf apPOL inh -1 and mHTT CaM bind 34.
For COc1cc(/C=C2\SC(=N)N(c3ccc(F)cc3)C2=O)ccc1O the results were Pf apPOL inh 4 and mHTT CaM bind 9.
`O=C(NCc1ccco1)C1CCc2sc(C(=O)N3CCCCC3)cc2C1` (centres undefined) gave Pf apPOL inh 1 and mHTT CaM bind 4.
Cc1c(C(=O)NC(C)C)c(CC(C)C)nn1-c1ccc(Cl)c(Cl)c1 was read as Pf apPOL inh -4 and mHTT CaM bind 5.
COc1ccc(OC)c(NC(=O)CSc2nc3c([nH]c4ccccc43)c(=O)n2C)c1 was read as Pf apPOL inh -5 and mHTT CaM bind -3.
Cc1ccc(-c2nc(C=Nc3cccc(C(=O)N(C)c4ccccc4)c3)c(O)o2)cc1 was read as Pf apPOL inh -3 and mHTT CaM bind 38.
For Cc1nc(C(C)C)nc2c1CCC(=O)N2CCCN1CCOCC1 the results were Pf apPOL inh 4 and mHTT CaM bind 0.
For CCCn1c(C(=O)N2CCOCC2)cc2sc(C)cc21 the results were Pf apPOL inh -4 and mHTT CaM bind 29.
`COc1cccc(/C=C2\Cc3ccccc3C2=O)c1` gave Pf apPOL inh 1 and mHTT CaM bind -2.
For Cc1ccc(=O)n(CC(=O)N2CCN(C(=O)c3ccco3)CC2)n1 the results were Pf apPOL inh -4 and mHTT CaM bind -9.
`COc1cc(OC)c(CN2CCCCC2c2cccnc2)cc1Br` (centres undefined) gave Pf apPOL inh -2 and mHTT CaM bind 21.
For C=CCc1cccc2cc(C(=O)Nc3cccc4c3C(=O)c3ccccc3C4=O)c(=O)oc12 the results were Pf apPOL inh -3 and mHTT CaM bind 0.
`O=C(NC1CC1)c1nnn2c1COC(c1ccc(Cl)cc1)C2` (centres undefined) gave Pf apPOL inh -5 and mHTT CaM bind 19.
Screening O=C(Cc1cccc(F)c1)N1CCC(c2cnn(-c3cccc(F)c3)c2)CC1 returned Pf apPOL inh -4 and mHTT CaM bind -6.
Fc1ccc(-c2cn3cccnc3n2)cc1 was read as Pf apPOL inh 8 and mHTT CaM bind 1.
`COCCCN1COc2ccc3c(c2C1)OC(=Cc1ccccc1)C3=O` gave Pf apPOL inh -6 and mHTT CaM bind 13.
For CC(=O)C1=C(O)C(=O)N(CC2CCCO2)C1c1ccc(Br)cc1 (centres undefined) the results were Pf apPOL inh -5 and mHTT CaM bind -8.
Screening O=C1C2C3C=CC(C3)C2C(=O)N1CNc1ccc(Br)cc1 (centres undefined) returned Pf apPOL inh -15 and mHTT CaM bind -7.
COc1cc(C2Nc3ccc4ncccc4c3C3=C2C(=O)CC(C)(C)C3)cc(OC)c1OC (centres undefined) was read as Pf apPOL inh 3 and mHTT CaM bind 18.
`O=C(O)c1nccnc1C(=O)Nc1ccccc1` gave Pf apPOL inh 2&-8&-4 and mHTT CaM bind 6.
`CC(=O)NCc1csc(C2CCCN(S(=O)(=O)Cc3ccc(F)cc3Cl)C2)n1` (centres undefined) gave Pf apPOL inh -2 and mHTT CaM bind -3.
Screening Cc1ccc(C(=O)CCNc2ccccc2)o1 returned Pf apPOL inh 2 and mHTT CaM bind 12.
For CSc1ccc(N2CC(c3nnc(NC(=O)c4ccco4)o3)CC2=O)cc1 (centres undefined) the results were Pf apPOL inh -2 and mHTT CaM bind 65*.
`NC(=O)c1cc[n+](CC2=C(C(=O)O)N3C(=O)[C@@H](NC(=O)[C@@H](c4ccccc4)S(=O)(=O)[O-])[C@H]3SC2)cc1` gave Pf apPOL inh 25.
COc1cc(NC(=O)c2ccc(SC)cc2OC)c(OC)cc1NC(=O)c1ccccc1 was read as Pf apPOL inh -25 and mHTT CaM bind -4.
`O=C(CSc1ncccc1C(=O)NCc1ccc(F)cc1)NCc1ccccc1` gave Pf apPOL inh -3 and mHTT CaM bind -1.
`CC(=O)N1CCc2sc(C(=O)NC(C)c3ccccc3)cc2C1` (centres undefined) gave Pf apPOL inh 7 and mHTT CaM bind 13.
CCC(=O)NC(c1ccc(OC)c(OC)c1)c1cc([N+](=O)[O-])c2cccnc2c1O (centres undefined) was read as Pf apPOL inh 20 and mHTT CaM bind 100*.
O=C(CSC1=NC(=O)C(c2ccccc2)C(=O)N1)Nc1ccccc1[N+](=O)[O-] (centres undefined) was read as Pf apPOL inh -4 and mHTT CaM bind 2.
Cc1noc(C)c1S(=O)(=O)N1CCC(CC(=O)NCCCN2CCCC(C)C2)CC1 (centres undefined) was read as Pf apPOL inh -3 and mHTT CaM bind 6.
Screening Clc1ccc(CSc2ncn[nH]2)cc1Cl returned mHTT CaM bind -9.
Screening O=S(=O)(c1ccc(F)cc1)N1CCC(n2c(-c3ccco3)nc3cccnc32)C1 (centres undefined) returned Pf apPOL inh -2 and mHTT CaM bind 0.
For N#CC1=C(N)N(c2ccc([N+](=O)[O-])cc2)C2=C(C(=O)CCC2)C1c1ccc(Br)s1 (centres undefined) the results were Pf apPOL inh -2 and mHTT CaM bind 47.
`Cc1ccc(S(=O)(=O)c2cc(O)ccc2O)cc1` gave Pf apPOL inh 1 and mHTT CaM bind 2.
Cc1cccc(C(=O)Nc2ccc(S(=O)(=O)Nc3ncccn3)cc2)c1 was read as Pf apPOL inh -4 and mHTT CaM bind -3.
O=C1CCCC2Cc3nc4ccccc4cc3CC23CCCN13 (centres undefined) was read as Pf apPOL inh -3 and mHTT CaM bind -8.
Screening O=C(N1CCOC(c2ccccc2)C1)C12CC3CC(CC(C3)C1)C2 (centres undefined) returned Pf apPOL inh 0 and mHTT CaM bind -1.
For CCOC(=O)c1ccc(Oc2c(C)oc3cc(OC(=O)c4ccc5c(c4)OCO5)ccc3c2=O)cc1 the results were Pf apPOL inh 0 and mHTT CaM bind -1.
`COc1cccc(C(=O)Nc2ccc([N+](=O)[O-])c(NC(=O)c3cccc(OC)c3)c2)c1` gave Pf apPOL inh 1 and mHTT CaM bind 4.

The last 4 entries of the section before lead into the next:
O=C1CCCC2Cc3nc4ccccc4cc3CC23CCCN13 (centres undefined) was read as Pf apPOL inh -3 and mHTT CaM bind -8.
Screening O=C(N1CCOC(c2ccccc2)C1)C12CC3CC(CC(C3)C1)C2 (centres undefined) returned Pf apPOL inh 0 and mHTT CaM bind -1.
For CCOC(=O)c1ccc(Oc2c(C)oc3cc(OC(=O)c4ccc5c(c4)OCO5)ccc3c2=O)cc1 the results were Pf apPOL inh 0 and mHTT CaM bind -1.
`COc1cccc(C(=O)Nc2ccc([N+](=O)[O-])c(NC(=O)c3cccc(OC)c3)c2)c1` gave Pf apPOL inh 1 and mHTT CaM bind 4.
O=C(Nc1nnc(C2CC2)o1)c1ccc(S(=O)(=O)N2CCOCC2)cc1 was read as Pf apPOL inh -3 and mHTT CaM bind 15.
Screening O=c1c2ccccc2nc(SCc2ccccc2F)n1C1CC1 returned Pf apPOL inh -1 and mHTT CaM bind -18.
Screening COc1cc(C2N(c3ccc(Cl)c(Cl)c3)C(=O)C3CCCN32)cc(OC)c1OC (centres undefined) returned Pf apPOL inh -6 and mHTT CaM bind 100*.
For Cc1onc(-c2ccc(Cl)cc2)c1-c1ccnn1C(=O)c1ccc(Cl)cc1 the results were Pf apPOL inh -3.
`CNn1cnc2ccsc2c1=O` gave Pf apPOL inh 2.
`Cc1ccc(NC(=O)c2cn3c(n2)CCCC3)c(C)c1` gave Pf apPOL inh -7 and mHTT CaM bind 1.
COc1ccc(C(=O)Nc2cc(Cl)ccc2C)cc1[N+](=O)[O-] was read as Pf apPOL inh -15 and mHTT CaM bind -4.
Screening O=C1c2ccccc2C(=O)N1c1nc(-c2ccc(Cl)cc2)cs1 returned Pf apPOL inh -21.
CCC1CN2C=NC(N3CCN(C(=O)Cc4c(C)noc4C)CC3)=CC2=N1 (centres undefined) was read as Pf apPOL inh 1 and mHTT CaM bind -3.
Screening CC1CCN(C(=O)C2=NN(C(C)C)c3cc(Cl)ccc3S2(=O)=O)CC1 returned Pf apPOL inh -3 and mHTT CaM bind -4.
Screening O=C1CSCC(=O)N1c1ncc(C(F)(F)F)cc1Cl returned Pf apPOL inh -4.
`CC(=O)Nc1ccc(NC(N)=Nc2nc(C)cc(C)n2)cc1` gave mHTT CaM bind -3.
For NNc1nc(-c2ccccc2)cs1 the results were Pf apPOL inh -8 and mHTT CaM bind 58*.
`COc1c(S(=O)(=O)NCc2ccncc2)ccc(Cl)c1Cl` gave Pf apPOL inh -3 and mHTT CaM bind -6.
Screening COCCOCC1CCN(S(=O)(=O)c2ccc(C(F)(F)F)cc2)CC1 returned Pf apPOL inh -10 and mHTT CaM bind -11.
For Cc1ccnc(SC2CC(=O)N(c3ccccc3I)C2=O)n1 (centres undefined) the results were Pf apPOL inh 0 and mHTT CaM bind 3.
`Nc1c(C(=O)NCCc2ccccc2)nnn1-c1cccc(C(F)(F)F)c1` gave Pf apPOL inh 1 and mHTT CaM bind -6.

3 entries already listed, arranged by length of the SMILES, smallest number first.
`CNn1cnc2ccsc2c1=O` gave Pf apPOL inh 2.
Screening O=c1c2ccccc2nc(SCc2ccccc2F)n1C1CC1 returned Pf apPOL inh -1 and mHTT CaM bind -18.
For Cc1ccnc(SC2CC(=O)N(c3ccccc3I)C2=O)n1 (centres undefined) the results were Pf apPOL inh 0 and mHTT CaM bind 3.

Some of the compounds tested; the hit share may differ from the screen's.
